All columns: NCI-60 one-dose screen, growth in % after 48 h at 10 µM unless noted; 100 = growth as untreated, 0 = no growth, -100 = all killed.
SK-MEL-5: SK-MEL-5 melanoma; 6.4% of 80,000 active; AID 1794755
M14: M14 melanoma. 6.2% of 80,000 active
A549/ATCC: A549/ATCC NSCLC | 3.7% of 81,000 active
HOP-62: HOP-62 NSCLC; AID 1794735; 3.9% of 80,000 active
EKVX: EKVX NSCLC; 3% of 71,000 active
SK-MEL-28: SK-MEL-28 melanoma. 4.1% of 81,000 active. AID 1794761
HOP-92: HOP-92 NSCLC cells. 6.3% of 71,000 active
CCRF-CEM: CCRF-CEM leukemia; 7% of 77,000 active; AID 1794778
The depositor's hits bear a star; x = no result given; & = joins results of further samples. The calls were made as follows: active = growth percent below 10; inactive = the rest. Only part of the results is shown, so the mix of outcomes need not match the whole.

Start of the listing, in advance, two compounds:
structure,SK-MEL-5,M14,A549/ATCC,HOP-62,EKVX,SK-MEL-28,HOP-92,CCRF-CEM
C[N+]1(C)CCCC1c1cccnc1 (configuration not stated),95,97,96,101,x,114,89,98
Nc1cc(N)nc(N)n1,109,98,89,97,90,106,97,102

The list itself, from the first entry:
structure,SK-MEL-5,M14,A549/ATCC,HOP-62,EKVX,SK-MEL-28,HOP-92,CCRF-CEM
C[N+]1(C)CCCC1c1cccnc1 (configuration not stated),95,97,96,101,x,114,89,98
Nc1cc(N)nc(N)n1,109,98,89,97,90,106,97,102
O=C1C(Br)C2CCC1C2C(=O)O (configuration not stated),108,102,103,90,105,110,119,104
COc1ccc(OC)c(/C=C/C(=O)c2nc3ccccc3n2Cc2ccc(F)cc2)c1,-21*,-7.8*,8.3*,-40*,-62*,-53*,-11*,-18*
CC(CC(C)(C)C)C(=O)Cl (configuration not stated),103,x,94,97,x,94,100,102
CCN(CC)CC#CCN(CC)CC,103,101,x,110,x,108,x,x
CC1=CC(=O)CCC12CCOC2=O (configuration not stated),103,102,98,99,91,96,102,82
O=[N+]([O-])c1cccc(SC(Cl)(Cl)Cl)c1,98,100,90,102,104,108,103,98
Cn1cccc1C1CC(=O)N(CCC[Se]C#N)C1=O (configuration not stated),-52*,4.1*,-39*,-76*,-65*,-6.1*,-41*,14
NC1(C(=O)O)CCCc2ccc(N(CCCl)CCCl)cc21 (configuration not stated),101,101,99,112,100,113,x,67
CCC(C)c1ccc(OCC(C)N(CCCl)Cc2ccccc2)cc1 (configuration not stated),68,96,69,92,79,100,69,60
NC(=NCCCCCCN/C(N)=N/[N+](=O)[O-])N[N+](=O)[O-],100,98,102,98,104,104,123,128
CN1C2CCC1CC(OC(=O)c1cccc(O)c1)C2 (configuration not stated),123,102,96,100,110,104,112,115
Cc1ccc2oc(=O)c3c(c2c1)OC(/N=C/N(C)C)=C(C#N)C3c1ccco1 (configuration not stated),101,103,95,x,101,110,97,100
C[C@]12CCc3nc(-c4cc(Cl)cc(Cl)c4)sc3C1=CC[C@@H]1[C@@H]2CC[C@]2(C)C(=O)CC[C@@H]12,99,106,102,101,98,x,104,106
CCn1cc(C(O)CN(C)C)c2ccccc21 (configuration not stated),92,104,114,x,103,113,79,100
CCC1([N+](=O)[O-])COP(N)(=O)OC1 (configuration not stated),110,101,102,104,115,109,x,107
Cc1cccc(C[N+](C)(C)C)c1C,105,110,x,86,105,125,x,111
CC1(C)CC(=O)CC(C)(C)N1N=O,111,102,107,97,112,109,x,x
S=P1(Oc2ccccc2)Nc2ccccc2N1,106,99,94,106,110,113,103,108
C=Cc1c(C)c(O)cc2c1CC[C@@H]1C(C)(C)[C@H](O)CC[C@@]21C,101,91,92,99,79,103,119,98
NCC(=O)c1ccc(O)c(O)c1,92,94,104,92,84,99,48,77
CNP1(NC)=NP(NC)(NC)=NP(c2ccccc2)(c2ccccc2)=N1,107,99,87,89,100,111,117,108
CC(Cc1ccc(O)cc1)NCc1ccccc1 (configuration not stated),102,100,95,105,93,101,99,99
O=[N+]([O-])c1cccc(C(Cl)Cl)c1,105,104,101,98,98,109,x,80
COc1cc2c(cc1OC)[C@H]1CCCN1CC2,99,99,96,132,x,95,x,104
O=C1NC(=S)NC(=O)C1=Cc1cccnc1,103,110,92,106,107,117,x,115
C[C@]12CC(C=O)=CC[C@@H]1CC[C@@H]1[C@@H]2CC[C@]2(C)[C@@H](O)CC[C@@H]12,97,104,x,97,101,115,94,84
CC(c1c(Cl)cccc1Cl)n1cc(C(N)=O)nn1 (configuration not stated),99,102,98,98,97,109,98,91
O=C(C(=O)N1CCCC1)c1cn(Cc2ccc(Cn3cc(C(=O)C(=O)N4CCCC4)c4ccccc43)cc2)c2ccccc12,x,84,74,96,81,94,76,70
CNC(=O)Oc1ccc([N+](C)(C)C)c2c1CCCC2,100,102,105,105,110,104,108,106
CN(C)CCc1ccc([N+](=O)[O-])cc1,106,94,101,104,x,109,98,100
O=C1NC(=O)C(O)(O)C(=O)N1,101,103,97,103,x,116,112,104
N#Cc1ccc(O)cc1,x,99,87,106,x,108,x,100
COc1cc(C=C2c3ccccc3C(=O)c3ccccc32)ccc1OCCCCOc1cc2c(cc1OC)C(=O)N1CCCC1C=N2 (configuration not stated),-92*,-67*,-38*,-62*,-50*,-83*,-59*,-24*
O=C(Nc1cccc(S(=O)(=O)F)c1)Oc1ccc([N+](=O)[O-])cc1,96,103,93,108,109,112,56,109
O=S(Cl)C(Cl)=C(Cl)Cl (configuration not stated),97,101,110,99,x,106,x,106
CCCCOCCOC(=O)CCN1CC1,100,103,101,115,104,115,x,103
O=C(CCc1ccco1)NC1CCN(CC2(c3ccc(Cl)cc3)CCC2)CC1,-10.0*,10,8.7*,39,x,30,-22*,6.1*
CC1CC2(C)C(=CC1=O)CCC1C3CCC(C)(O)C3(C)CC(O)C12F (configuration not stated),101,102,110,108,101,108,100,95
CC1=C2[C@@H](CC1)[C@]1(C)O[C@@](C3CC3)(C[C@H]1O)[C@H]2OC(=O)/C=C/c1ccccc1,95,94,83,90,88,101,85,97
CC1=C2C(=C[C@@](C)(COC(=O)c3ccc(S(=O)(=O)F)cc3)[C@@H]2O)C(=O)[C@](C)(O)C12CC2,-82*,-85*,-11*,-18*,-4.5*,-66*,x,9.6*
CCN(CC)CC(O)c1ccccc1 (configuration not stated),104,102,100,114,105,103,90,101
O=Cc1cn(Cc2ccc(Cl)cc2)c2ccccc12,94,84,65,77,89,96,76,90
CC(=O)C(N)Cc1ccccc1 (configuration not stated),107,90,68,85,100,114,86,84
O=C1CC[C@@]2(O)[C@H]3Cc4ccc(O)c5c4C2(CCN3CC2CC2)[C@H]1O5,96,99,94,117,103,114,x,97
CC1([N+](=O)[O-])COP(=O)(NC2CCCC2)OC1 (configuration not stated),104&103,99&112,104&93,106&102,97,111&101,95&107,101&95
CC[C@]12C=CCN3CC[C@]4(C(=C(C(=O)OC)C1)Nc1cc(OC)c(OC(C)=O)cc14)[C@@H]32,-33*,14,16,20,56,x,4.7*,0.7*

22 neighbouring entries out of the list so far, for reference:
structure,SK-MEL-5,M14,A549/ATCC,HOP-62,EKVX,SK-MEL-28,HOP-92,CCRF-CEM
O=C1NC(=S)NC(=O)C1=Cc1cccnc1,103,110,92,106,107,117,x,115
C[C@]12CC(C=O)=CC[C@@H]1CC[C@@H]1[C@@H]2CC[C@]2(C)[C@@H](O)CC[C@@H]12,97,104,x,97,101,115,94,84
CC(c1c(Cl)cccc1Cl)n1cc(C(N)=O)nn1 (configuration not stated),99,102,98,98,97,109,98,91
O=C(C(=O)N1CCCC1)c1cn(Cc2ccc(Cn3cc(C(=O)C(=O)N4CCCC4)c4ccccc43)cc2)c2ccccc12,x,84,74,96,81,94,76,70
CNC(=O)Oc1ccc([N+](C)(C)C)c2c1CCCC2,100,102,105,105,110,104,108,106
CN(C)CCc1ccc([N+](=O)[O-])cc1,106,94,101,104,x,109,98,100
O=C1NC(=O)C(O)(O)C(=O)N1,101,103,97,103,x,116,112,104
N#Cc1ccc(O)cc1,x,99,87,106,x,108,x,100
COc1cc(C=C2c3ccccc3C(=O)c3ccccc32)ccc1OCCCCOc1cc2c(cc1OC)C(=O)N1CCCC1C=N2 (configuration not stated),-92*,-67*,-38*,-62*,-50*,-83*,-59*,-24*
O=C(Nc1cccc(S(=O)(=O)F)c1)Oc1ccc([N+](=O)[O-])cc1,96,103,93,108,109,112,56,109
O=S(Cl)C(Cl)=C(Cl)Cl (configuration not stated),97,101,110,99,x,106,x,106
CCCCOCCOC(=O)CCN1CC1,100,103,101,115,104,115,x,103
O=C(CCc1ccco1)NC1CCN(CC2(c3ccc(Cl)cc3)CCC2)CC1,-10.0*,10,8.7*,39,x,30,-22*,6.1*
CC1CC2(C)C(=CC1=O)CCC1C3CCC(C)(O)C3(C)CC(O)C12F (configuration not stated),101,102,110,108,101,108,100,95
CC1=C2[C@@H](CC1)[C@]1(C)O[C@@](C3CC3)(C[C@H]1O)[C@H]2OC(=O)/C=C/c1ccccc1,95,94,83,90,88,101,85,97
CC1=C2C(=C[C@@](C)(COC(=O)c3ccc(S(=O)(=O)F)cc3)[C@@H]2O)C(=O)[C@](C)(O)C12CC2,-82*,-85*,-11*,-18*,-4.5*,-66*,x,9.6*
CCN(CC)CC(O)c1ccccc1 (configuration not stated),104,102,100,114,105,103,90,101
O=Cc1cn(Cc2ccc(Cl)cc2)c2ccccc12,94,84,65,77,89,96,76,90
CC(=O)C(N)Cc1ccccc1 (configuration not stated),107,90,68,85,100,114,86,84
O=C1CC[C@@]2(O)[C@H]3Cc4ccc(O)c5c4C2(CCN3CC2CC2)[C@H]1O5,96,99,94,117,103,114,x,97
CC1([N+](=O)[O-])COP(=O)(NC2CCCC2)OC1 (configuration not stated),104&103,99&112,104&93,106&102,97,111&101,95&107,101&95
CC[C@]12C=CCN3CC[C@]4(C(=C(C(=O)OC)C1)Nc1cc(OC)c(OC(C)=O)cc14)[C@@H]32,-33*,14,16,20,56,x,4.7*,0.7*

Next section.
structure,SK-MEL-5,M14,A549/ATCC,HOP-62,EKVX,SK-MEL-28,HOP-92,CCRF-CEM
CN1C2CCC1CC(OC(=O)c1ccccc1)C2 (configuration not stated),99,102,105,90,116,114,72,119
CCOc1ccc(C=C(C#N)C#N)cc1OCC,95,105,98,95,x,109,116,101
CCCN1C2CC[C@@H]1c1c(nc(OC)c(C#N)c1-c1ccc(Cl)cc1)/C2=C/c1ccc(Cl)cc1,89,76,95,68,89,91,59,73
NOCCC(N)C(=O)O (configuration not stated),100,101,93,114,x,99,92,94
CN[C@@]1(c2ccccc2Cl)CCCC[C@H]1NCc1ccccc1,100,90,95,89,99,104,97,97
CN1CC2CC(C1)c1cccc(=O)n1C2 (configuration not stated),101,100,88,104,111,107,90,95
N#Cc1ccccc1Cl,x,103,112,93,113,121,110,102
Cc1c([C@H](C)[C@@H]2NC[C@@H](C)C[C@H]2O)ccc2c1C[C@H]1[C@H]2CC=C2C[C@@H](O)CC[C@@]21C,53,87,88,101,62,90,67,79
CC[C@H](C)[C@H](NC(=O)[C@H]1CCCCN1C)C(=O)N(C)[C@H](C[C@@H](O)c1nc(C(=O)N[C@@H](Cc2ccccc2)C[C@H](C)C(=O)O)cs1)C(C)C,64,64,87,82,92,83,58,43
CCCCCN(CCCCC)CC(O)c1cc(C)ccc1Cl (configuration not stated),99,82,88,78,84,92,x,86
Nc1ccc(CCCCc2ccc(S(=O)(=O)F)cc2Cl)c(Cl)c1,99,101,105,101,x,109,x,109
O=C1NC(=O)C(=C/C=C/c2ccccc2)C(=O)N1,81,-21*,80,48,84,-35*,93,-7.0*
CC[C@H](C)[C@H](NC(=O)[C@H]1CCCCN1C)C(=O)N(C)[C@H](C(=O)NC12CC(C(=O)N[C@@H](Cc3ccccc3)C[C@H](C)C(=O)OC)(C1)C2)C(C)C,101,101,92,93,102,110,98,103
C=CCSc1nc2ccccc2c(=O)n1-c1cc(OC)c(Cl)cc1OC,93,97,84,97,x,108,84,87
C[C@]12CCc3sc(Nc4ccc(F)cc4F)nc3C1=CC[C@@H]1[C@@H]2CC[C@]2(C)C(=O)CC[C@@H]12,77,58,62,87,78,84,77,10
Cc1cc(Cl)ccc1N,93,109,100,104,90,111,x,x
Cc1ccc(-c2c[se]c(Nc3ccccc3)n2)cc1,103,95,95,66,79,108,77,80
C=COC(=O)CCN1CC1,105,102,102,95,103,113,111,105
COc1ccccc1/C=C/[N+](=O)[O-],83,60,75,97,73,79,x,x
ClCc1ccc(Cl)c(Cl)c1,92,95,107,111,x,111,x,96
NC(=O)Nc1nn[nH]n1,113,120,98,96,97,107,105,104
CCN1CCN(c2ccccc2)CC1,99,94,99,106,124,107,82,110
COc1ccc(CN2CCNCC2)c(OC)c1OC,87,102,98,92,105,101,x,102
C/C1=C/C(=O)O[C@@H]2C[C@@H](CC[C@H](C)/C=C\C=C\CC1)O[C@@](OCCc1ccccc1)([C@@H]1CSC(=O)N1)C2,-21*,39,15,-16*,1.3*,x,-59*,21
CC(=O)OC1(c2ccccc2)CCN(C)CC1C(=O)c1ccccc1 (configuration not stated),99,102,98,108,99,108,101,110
CC1=C(C)C(=O)OC([C@@](C)(O)[C@]2(O)CC[C@@]3(O)C4C[C@@H](O)[C@@]5(O)CC=CC(=O)[C@]5(C)C4CC[C@]23C)C1 (some centres not stated),96,90,97,86,95,83,71,85
CC(C)OP(=S)(OC(C)C)SC(=O)N(C)C,112,92,110,97,99,116,x,x
NP(=O)(Oc1ccccc1)Oc1ccccc1,106,107,104,122,110,116,98,114
